UDG counter = counter-screen for AID inhibitors: uracil-DNA glycosylase inhibition; FRET deamination/UDG coupled assay, UDG read, 4 h; Potency, µM (top dose mostly 115 µM), for the others: at the highest dose activity change, negative = inhibition, usual class: inhibitors; hit rate 0.14% among 91,000; AID 1347430; note: nearly all actives have a fitted effect of over 65% in size
AID inhibitor = blocks human AID cytidine deaminase activity; AID deamination FRET fluorescence, UDG-coupled, 4 h; Potency, µM (series often up to 115 µM), for inactives: at the highest dose activity change, negative = inhibition, most hits filed as inhibitors; hit rate 0.32% among 91,000; AID 1347428; note: nearly all actives have a fitted effect of over 25% in size
Target sequence (Q9GZX7 whole entry, looked up): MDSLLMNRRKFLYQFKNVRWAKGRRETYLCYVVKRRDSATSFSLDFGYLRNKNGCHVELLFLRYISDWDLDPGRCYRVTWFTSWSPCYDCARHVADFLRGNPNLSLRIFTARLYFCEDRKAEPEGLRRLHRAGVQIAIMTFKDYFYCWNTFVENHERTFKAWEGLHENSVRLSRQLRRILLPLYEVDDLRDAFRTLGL
The depositor's hits bear a star; [ ] = remark or other dose. Calls come from the whole dose curve; as a rule, active = well fitted curve in the direction sought with a large enough effect; inconclusive = small, poorly fitted or top-dose-only effect, or another doubt; inactive = no such curve, though single readings can be large; an effect the other way counts as inactive or inconclusive. % is set by controls: 0 for no effect and ±100 for the full control effect; potency is the fitted concentration of half-maximal effect. These rows are one share of the data; rates above refer to the full screens.

Results for CN1C(C(=O)N2CCN(c3ccccc3)CC2)=CC(c2ccc(F)cc2)=NS1(=O)=O ?
UDG counter: -1%; AID inhibitor: -13%

What do the screens show for `ClCC(Cl)C[n+]1cccc2ccccc21` (stereo not drawn)?
UDG counter: -7%; AID inhibitor: 1%

What do the screens show for `CC(Sc1cccc[n+]1[O-])C(=O)Nc1ccc(C(N)=O)cc1` (stereo not drawn)?
UDG counter: 2%; AID inhibitor: 2%

Results for COc1cc(CNC(C)(C)CO)cc(Cl)c1OCc1cccs1 ?
UDG counter: 0%; AID inhibitor: 2%

How did COC(=O)CC1Oc2ccc(F)cc2-n2cc(-c3ccc(Cl)cc3)nc21 (stereo not drawn) do in these assays?
UDG counter: -16%; AID inhibitor: -3%

Results for COc1cc(C(=O)Nc2ncccc2C)cc(Cl)c1OCC(C)C ?
UDG counter: 7%; AID inhibitor: -8%

How did COc1ccc2c(c1)c1c(c(=O)n(-c3ccccc3C)c(=O)n1Cc1c(F)cccc1Cl)n2C do in these assays?
UDG counter: 21%; AID inhibitor: 46%[activator]

What do the screens show for `CCN(CC)S(=O)(=O)c1ccc2c(c1)nc(CN(C)C(=O)Nc1ccc(C)c(F)c1)n2C`?
UDG counter: 3%; AID inhibitor: -1%

Results for Cc1cc(C(=O)Nc2ccc(SC3CCCC3)cc2)c(C)o1 ?
UDG counter: -7%; AID inhibitor: -14%

What do the screens show for `COC(=O)c1ccc(NS(=O)(=O)c2ccc3ccccc3c2)cc1`?
UDG counter: -5%; AID inhibitor: -3%

What do the screens show for `Cc1nnc(NC(=O)c2cccc3c2ccn3C)s1`?
UDG counter: -1%; AID inhibitor: 2%

What do the screens show for `CC(C)C(=O)N1CCN(C(=O)CCc2c[nH]c3ccccc23)CC1`?
UDG counter: -4%; AID inhibitor: 3%

Results for N#C/C(=C/c1ccoc1)c1nc(-c2ccc(C3CCCCC3)cc2)cs1 ?
UDG counter: 4%; AID inhibitor: 30%

What do the screens show for `N#CCc1ccc(OCc2cccc(N)c2)cc1`?
UDG counter: -21%; AID inhibitor: -20%

Results for O=C1/C(=C/c2ccc3ccccc3c2)CCc2ccccc21 ?
UDG counter: 4%; AID inhibitor: -11%

How did CCSc1nc2ccccc2c(OCc2cc(C(=O)OC)ccc2OC)c1C(=O)OC do in these assays?
UDG counter: -21%; AID inhibitor: 0%

What do the screens show for `O=C1/C(=C/c2ccc(Cl)cc2Cl)C(c2ccccc2)Oc2ccccc21` (stereo not drawn)?
UDG counter: -4%; AID inhibitor: -10%

Results for C=CCNC(=O)NC(C)CC (stereo not drawn) ?
UDG counter: -4%; AID inhibitor: 1%

How did Cc1ccc2oc(=O)cc(-c3cc4ccccc4o3)c2c1 do in these assays?
UDG counter: -1%; AID inhibitor: -10%

Results for CCN(CC)S(=O)(=O)c1ccc(C(=O)N=c2sc3cccc(OC)c3n2C)cc1 ?
UDG counter: -5%; AID inhibitor: 4%

How did CCOC(=O)c1cc(S(=O)(=O)N2CCN(c3cccc(C)c3)C(C)C2)[nH]n1 (stereo not drawn) do in these assays?
UDG counter: -7%; AID inhibitor: -4%

How did Cc1cc(SCC(=O)N(CCC#N)CCC#N)nc2c(C)cccc12 do in these assays?
UDG counter: 1%; AID inhibitor: -9%

Results for O=C(O)c1ccc(-c2ccccc2F)o1 ?
UDG counter: -4%; AID inhibitor: -4%

What do the screens show for `O=C1c2ccccc2CCC1C(Sc1ccccc1)c1ccc(Cl)cc1` (stereo not drawn)?
UDG counter: -15%; AID inhibitor: -10%

How did COc1cc(C(=O)Oc2ccc3c(c2)CCC3)cc(Cl)c1OCC(C)C do in these assays?
UDG counter: 4%; AID inhibitor: -4%

Results for CCc1noc(C)c1C(=O)Nc1sc2c(c1C#N)CCC(CC)C2 (stereo not drawn) ?
UDG counter: -1%; AID inhibitor: 34%[activator]

Results for Clc1ccc(-c2nc(N3CCCC3)c3ccccc3n2)c(Cl)c1 ?
UDG counter: 0%; AID inhibitor: -14%

What do the screens show for `COC(=O)c1c(C)[nH]c(-c2ccc(F)cc2OC)c1C1C(=O)Nc2ccc(F)cc21` (stereo not drawn)?
UDG counter: -1%; AID inhibitor: -6%

How did CC(=O)c1c(C)[nH]c(C(=O)C(C)OC(=O)c2ccc(Cl)cc2F)c1C (stereo not drawn) do in these assays?
UDG counter: 4%; AID inhibitor: -1%

Results for COC(=O)c1ccc(Oc2c(C)oc3cc(OCC(=O)c4ccc(OC)cc4)ccc3c2=O)cc1 ?
UDG counter: -8%; AID inhibitor: -27%

What do the screens show for `O=C(CSC1=Nc2ccccc2C2=NC(Cc3ccccc3)C(=O)N12)Nc1ccccc1F` (stereo not drawn)?
UDG counter: 7%; AID inhibitor: -13%

What do the screens show for `CC(=O)c1ccc(O)c(C)c1`?
UDG counter: 3%; AID inhibitor: 9%

Results for CCC(=O)NCCSCc1cccs1 ?
UDG counter: 4%; AID inhibitor: 1%

Results for CCc1ccc(C2Cc3ccccc3N2)cc1 (stereo not drawn) ?
UDG counter: -10%; AID inhibitor: 18%

How did CCCN(CCC)S(=O)(=O)NC1CCN(c2ncccn2)CC1 do in these assays?
UDG counter: 10%; AID inhibitor: 5%

How did COc1ccc(CNC(=O)c2ccc(NC(=O)N3CCCCc4ccccc43)cc2)cc1 do in these assays?
UDG counter: 2%; AID inhibitor: 5%

What do the screens show for `CCOc1ccc(C(=O)NCC(c2ccco2)S(=O)(=O)c2cccs2)cc1` (stereo not drawn)?
UDG counter: inconclusive; AID inhibitor: -16%

What do the screens show for `CCOc1ccc(NC(=O)CSc2nc3c(oc4ccccc43)c(=O)n2-c2cc(C)cc(C)c2)cc1`?
UDG counter: 4%; AID inhibitor: -2%

How did Cc1ccc(S(=O)(=O)NCCc2nnc3ccc(SCc4ccccc4C)nn23)cc1 do in these assays?
UDG counter: 22%; AID inhibitor: inconclusive

How did C=C(Br)CN1CCOCC1 do in these assays?
UDG counter: -3%; AID inhibitor: -1%

What do the screens show for `Nc1nccnc1C(=O)NCCc1cn2ccccc2n1`?
UDG counter: 2%; AID inhibitor: -3%

What do the screens show for `CC(C)(O)C#Cc1ccc(C(=O)NCC(N)=O)cc1`?
UDG counter: -6%; AID inhibitor: 2%

What do the screens show for `COc1ccc(OC)c2c1cc(C(=O)NCCCc1nnc3ccccn13)n2C`?
UDG counter: -14%; AID inhibitor: -8%

How did O=C(O)CNS(=O)(=O)c1ccc(Cl)cc1 do in these assays?
UDG counter: -11%; AID inhibitor: -12%

What do the screens show for `O=C(CSc1nnc2scc(-c3ccc(Cl)cc3)n12)Nc1ccccc1F`?
UDG counter: 4%; AID inhibitor: 5%

Results for O=C(CCC1CCCC1)NCC12CC3CC(CC(C3)C1)C2 ?
UDG counter: -6%; AID inhibitor: -2%

How did CCN(CC)S(=O)(=O)c1ccc(C)c([N+](=O)[O-])c1 do in these assays?
UDG counter: -3%; AID inhibitor: -4%

Results for Cc1cccc(-n2ncc(C(=O)NCc3ccc4c(c3)OCO4)c2C2CCN(C(=O)OC(C)(C)C)CC2)c1 ?
UDG counter: 75%[activator]; AID inhibitor: inconclusive

Results for O=C(O)CCC(=O)Nc1ccc(S(=O)(=O)NCC(=O)c2ccccc2)cc1 ?
UDG counter: -5%; AID inhibitor: 8%

Results for CC(C)(C)C1CCc2oc3ccc(NS(=O)(=O)c4ccc(C(=O)O)cc4)cc3c2C1 (stereo not drawn) ?
UDG counter: -4%; AID inhibitor: inconclusive

How did O=C(NCc1cccs1)c1ccc(CSc2nc3cccnc3n2Cc2ccc(F)cc2)cc1 do in these assays?
UDG counter: -19%; AID inhibitor: -16%

Results for CN1CCN(C(=O)CN2CCN(C(C(=O)O)c3cn(CCC(=O)O)c4cc(F)ccc34)CC2)CC1 (stereo not drawn) ?
UDG counter: 4%; AID inhibitor: 7%

Results for COc1ccc(-n2c(=O)c3c4c(sc3n(Cc3ccc(F)cc3)c2=O)CCCC4)c(OC)c1 ?
UDG counter: inconclusive; AID inhibitor: inconclusive

How did COc1ccc(S(=O)(=O)NC2CCCCC2)c2cccnc12 do in these assays?
UDG counter: -2%; AID inhibitor: -3%

Results for COc1ccc2oc(-c3ccc(C)c(NC(C)=O)c3)nc2c1 ?
UDG counter: -19%; AID inhibitor: -10%

What do the screens show for `CC(C)(C)c1ccc(C(=O)Nc2cccc(C#N)c2)cc1Br`?
UDG counter: 7%; AID inhibitor: -9%

Results for COC(=O)c1cccc(C(=O)NCC2CCCCC2)c1 ?
UDG counter: -15%; AID inhibitor: -16%

Results for Cc1ccc(C)c(NC(=O)CC2NCCNC2=O)c1 (stereo not drawn) ?
UDG counter: -8%[57.5 µM]; AID inhibitor: -4%[57.5 µM]

What do the screens show for `CCOc1ccc(-c2cc(-c3nc(-c4ccc(OC)c(OC)c4)no3)[nH]n2)cc1`?
UDG counter: 7%; AID inhibitor: 11%

Results for O=C(NCC(O)c1ccc(F)cc1F)c1cnccn1 (stereo not drawn) ?
UDG counter: 0%; AID inhibitor: -5%

Results for Oc1c(C(c2ccccc2Cl)N2CCOCC2)sc2nc(-c3ccco3)nn12 (stereo not drawn) ?
UDG counter: -4%; AID inhibitor: 8%

How did Cc1cc(C)nc(/N=C2\NC(=O)CC(C(=O)O)N2c2ccc(Cl)cc2)n1 (stereo not drawn) do in these assays?
UDG counter: 6%; AID inhibitor: 3%

Results for Cc1cccc(CS(=O)(=O)Cc2ccc(C(=O)NCc3ccc(Cl)cc3)o2)c1 ?
UDG counter: -1%[57.5 µM]; AID inhibitor: 16%

How did Cn1c(SCC(=O)Nc2ccccc2F)nc2c(=O)[nH]cnc21 do in these assays?
UDG counter: -2%; AID inhibitor: 7%

How did COC(=O)c1ccc(NC(=O)CC2C(=O)N(c3cccc(OC)c3)C(=O)N2Cc2cccc(OC)c2)cc1 (stereo not drawn) do in these assays?
UDG counter: -7%[57.5 µM]; AID inhibitor: -2%

How did O=C(O)CCC(=O)N1N=C(c2ccsc2)CC1c1ccccc1 (stereo not drawn) do in these assays?
UDG counter: 9%; AID inhibitor: 2%

What do the screens show for `COC(=O)c1ccc(Cl)cc1NC(=O)Nc1nnc(N(C)Cc2ccccc2)s1`?
UDG counter: -13%; AID inhibitor: inconclusive

What do the screens show for `O=C(Nc1nc2n(n1)C(c1ccc(Cl)cc1)C=C(c1ccccc1)N2)c1ccco1` (stereo not drawn)?
UDG counter: 0%; AID inhibitor: -4%

Results for Cc1cccc(-n2nnnc2S(C)(=O)=O)c1 ?
UDG counter: -5%; AID inhibitor: inconclusive

Results for Cn1c(=O)c2c(ncn2C(C(=O)Nc2ccc(F)cc2)c2ccccc2)n(C)c1=O (stereo not drawn) ?
UDG counter: 1%; AID inhibitor: 3%

How did Cc1nn2c(C)c(C(=O)NC(C)(C)C)cnc2c1-c1ccc(F)cc1 do in these assays?
UDG counter: -9%; AID inhibitor: -6%

What do the screens show for `O=C(CSc1nc(=O)n(Cc2ccco2)c2c1CCC2)NCc1ccccc1`?
UDG counter: -8%; AID inhibitor: -5%

10 structures already listed, arranged by length of the SMILES, smallest number first:
Results for Cc1cccc(-n2nnnc2S(C)(=O)=O)c1 ?
UDG counter: -5%; AID inhibitor: inconclusive

Results for O=C(NCC(O)c1ccc(F)cc1F)c1cnccn1 (stereo not drawn) ?
UDG counter: 0%; AID inhibitor: -5%

How did O=C(O)CCC(=O)N1N=C(c2ccsc2)CC1c1ccccc1 (stereo not drawn) do in these assays?
UDG counter: 9%; AID inhibitor: 2%

How did Cn1c(SCC(=O)Nc2ccccc2F)nc2c(=O)[nH]cnc21 do in these assays?
UDG counter: -2%; AID inhibitor: 7%

What do the screens show for `O=C(CSc1nc(=O)n(Cc2ccco2)c2c1CCC2)NCc1ccccc1`?
UDG counter: -8%; AID inhibitor: -5%

How did Cc1nn2c(C)c(C(=O)NC(C)(C)C)cnc2c1-c1ccc(F)cc1 do in these assays?
UDG counter: -9%; AID inhibitor: -6%

What do the screens show for `COC(=O)c1ccc(Cl)cc1NC(=O)Nc1nnc(N(C)Cc2ccccc2)s1`?
UDG counter: -13%; AID inhibitor: inconclusive

Results for Cc1cccc(CS(=O)(=O)Cc2ccc(C(=O)NCc3ccc(Cl)cc3)o2)c1 ?
UDG counter: -1%[57.5 µM]; AID inhibitor: 16%

What do the screens show for `O=C(Nc1nc2n(n1)C(c1ccc(Cl)cc1)C=C(c1ccccc1)N2)c1ccco1` (stereo not drawn)?
UDG counter: 0%; AID inhibitor: -4%

How did COC(=O)c1ccc(NC(=O)CC2C(=O)N(c3cccc(OC)c3)C(=O)N2Cc2cccc(OC)c2)cc1 (stereo not drawn) do in these assays?
UDG counter: -7%[57.5 µM]; AID inhibitor: -2%

Next part:
What do the screens show for `COc1cc2nc(NCCc3cccc(C)c3)n3nc(-c4ccccc4)nc3c2cc1OC`?
UDG counter: inconclusive; AID inhibitor: -8%

What do the screens show for `N#C/C(=C/c1ccccc1Cl)c1nc(-c2cc3ccccc3oc2=O)cs1`?
UDG counter: 26%; AID inhibitor: -3%

What do the screens show for `COc1ccc(-c2ocnc2C(=O)Nc2ccc(C)c(Cl)c2)cc1OC`?
UDG counter: -1%; AID inhibitor: 8%

Results for COc1ccc(Cc2nnc3n2N(C(C)=O)C(c2ccc(Cl)c(Cl)c2)=C(C(C)=O)S3)cc1 ?
UDG counter: 0%; AID inhibitor: 16%

Results for COc1c(Cl)cc(C(=O)Oc2cccc(C)c2)cc1Cl ?
UDG counter: 1%; AID inhibitor: 0%

How did COC(=O)c1cc(OCc2ccccc2C#N)cc(C(=O)OC)c1 do in these assays?
UDG counter: -9%; AID inhibitor: -9%

Results for CCN1CCCC1CNC(=O)C1CCCC1 (stereo not drawn) ?
UDG counter: -2%; AID inhibitor: -5%

How did COc1ccccc1N1CCN(S(=O)(=O)c2ccc(-c3cc(C(F)(F)F)on3)s2)CC1 do in these assays?
UDG counter: -11%; AID inhibitor: -27%

What do the screens show for `COc1cccc(-c2nc(/C=C(/CCC(=O)O)c3nc4ccccc4s3)cs2)c1`?
UDG counter: -4%; AID inhibitor: inconclusive

Screening results (PubChem)
